Screening results from PubChem.
TEAD-YAP block – TEAD-YAP interaction inhibition, primary screen, TEAD-YAP interaction inhibitor project, luminescence, HEK-TIYL cells | TEAD-Gal4/YAP UAS-luciferase luminescence | inhibition, % at 9.12 µM | 640,000 tested, 1.4% active | AID 1259422, 2018; in the data active = inhibition above about 32%;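 also: 0% = median of test compound wells and 100% = reference inhibitor wells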
MITF primary – MITF inhibitors, primary screen, biochemical, AlphaScreen, human; 650,000 tested, 0.91% active; inhibition, % at 2.6 µM; AlphaScreen MITF homodimerization, bead proximity signal; Microphthalmia-associated transcription factor (Homo sapiens), O75030; in the data active = inhibition above about 50%;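 also: 0% = vehicle wells with protein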
GPR151 activ – activators of human GPR151, primary screen, cell-based, PathHunter beta-arrestin, luminescence; G-protein coupled receptor 151 (Homo sapiens), Q8TDV0; PathHunter beta-arrestin GPR151 cells; activation, % at 11.2 µM; 650,000 tested, 1% active; AID 1508602, 2020; in the data active = activation above about 4.9%;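 also: 0% = median of compound wells and 100% = cells with positive control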
Target sequence (Q8TDV0 whole entry, looked up): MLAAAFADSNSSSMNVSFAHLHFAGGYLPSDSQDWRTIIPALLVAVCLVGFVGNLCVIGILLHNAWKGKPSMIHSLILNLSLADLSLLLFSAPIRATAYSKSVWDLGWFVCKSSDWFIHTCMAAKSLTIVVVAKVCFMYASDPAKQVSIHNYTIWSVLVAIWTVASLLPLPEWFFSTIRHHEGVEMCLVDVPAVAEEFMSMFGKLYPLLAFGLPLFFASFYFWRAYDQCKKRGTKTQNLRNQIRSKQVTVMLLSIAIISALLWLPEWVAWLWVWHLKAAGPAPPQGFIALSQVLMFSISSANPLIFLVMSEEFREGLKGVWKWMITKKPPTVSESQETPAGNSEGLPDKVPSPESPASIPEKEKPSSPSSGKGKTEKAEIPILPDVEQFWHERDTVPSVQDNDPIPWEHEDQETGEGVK
FBW7 act – FBW7 E3 ligase activators, primary screen, biochemical, AlphaScreen, human; AlphaScreen FBW7–phospho-cyclin E peptide binding, activator screen; F-box/WD repeat-containing protein 7 (Homo sapiens), Q969H0; 650,000 tested, 0.13% active; normalized activity (activation), % at 26.1 µM; in the data active = normalized activity above about 1.9%;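 also: purified mutant Fbw7 with reduced substrate affinity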
Target sequence (Q969H0 whole entry, looked up): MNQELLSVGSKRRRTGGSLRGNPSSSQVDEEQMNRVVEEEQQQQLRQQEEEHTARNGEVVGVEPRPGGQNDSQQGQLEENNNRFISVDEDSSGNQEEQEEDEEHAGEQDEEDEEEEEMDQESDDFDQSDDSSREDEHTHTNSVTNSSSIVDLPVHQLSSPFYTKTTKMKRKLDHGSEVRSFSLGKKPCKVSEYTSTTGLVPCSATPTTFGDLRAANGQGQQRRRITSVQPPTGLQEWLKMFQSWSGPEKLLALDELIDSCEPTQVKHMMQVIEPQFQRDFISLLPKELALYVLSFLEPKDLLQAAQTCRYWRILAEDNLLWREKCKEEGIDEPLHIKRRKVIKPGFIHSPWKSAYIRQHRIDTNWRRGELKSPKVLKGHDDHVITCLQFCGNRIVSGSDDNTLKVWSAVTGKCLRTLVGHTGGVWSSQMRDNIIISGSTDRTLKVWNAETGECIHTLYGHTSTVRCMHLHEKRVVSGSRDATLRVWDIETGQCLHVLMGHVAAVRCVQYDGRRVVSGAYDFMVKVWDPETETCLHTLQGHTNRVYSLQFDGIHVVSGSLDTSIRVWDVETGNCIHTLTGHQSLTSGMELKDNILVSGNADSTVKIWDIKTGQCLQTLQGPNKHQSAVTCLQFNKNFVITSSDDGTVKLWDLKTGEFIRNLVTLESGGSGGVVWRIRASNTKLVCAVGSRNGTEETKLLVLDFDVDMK
Active calls of the source: *.

For Cc1nc2sccn2c1-c1csc(Nc2cccc(Cl)c2C)n1 the results were TEAD-YAP block -12, MITF primary 9, GPR151 activ 0.2 and FBW7 act 0.0.
For CCCCOC(=O)C1=C(C)NC2=C(C(=O)CCC2)C1c1ccc(C)cc1 (stereo not given) the results were TEAD-YAP block -2, MITF primary 4, GPR151 activ -0.5 and FBW7 act 0.0.
Screening COc1ccc(-c2nc3cc(NC(=O)COc4ccc(C(C)(C)C)cc4)ccc3o2)cc1OC returned TEAD-YAP block -3, MITF primary -2, GPR151 activ 1.6 and FBW7 act 0.0.
`CC1(C)Nc2ccccc2C(=O)N1NC(=O)c1ccc(Br)cc1` gave TEAD-YAP block 3, MITF primary 4, GPR151 activ -0.1 and FBW7 act 0.2.
`CC1=C(C(=O)Nc2cccnc2)C(c2ccc([N+](=O)[O-])cc2)n2ncnc2N1` (stereo not given) gave TEAD-YAP block -19, MITF primary 6, GPR151 activ 0.0 and FBW7 act 0.0.
O=C(Nc1coc2ccccc12)c1ccc(C(F)(F)F)cc1 was read as TEAD-YAP block -29, MITF primary -7, GPR151 activ 0.2 and FBW7 act 0.2.
c1ccc(Nc2nc(-c3csc4ccccc34)nc3nc[nH]c23)cc1 was read as TEAD-YAP block 4, MITF primary -3, GPR151 activ 1.4 and FBW7 act -0.1.
Screening C/C(=N/OCc1nc2c3c4c(sc3ncn2n1)CCCC4)c1ccccc1 returned TEAD-YAP block 4, MITF primary 0, GPR151 activ -0.8 and FBW7 act -0.1.
`O=C(Nc1cccc(-c2nc3ccccc3s2)c1)C12CC3CC(CC(C3)C1)C2` gave TEAD-YAP block -5, MITF primary -13, GPR151 activ 5.5* and FBW7 act -0.2.
`COc1ccccc1-n1nc(C(=O)Nc2ccc(C(C)C)cc2)c2ccccc2c1=O` gave TEAD-YAP block 1, MITF primary 6, GPR151 activ -0.2 and FBW7 act 0.2.
`CC(=O)N1CCC(=O)N1c1ccccc1` gave TEAD-YAP block 9, MITF primary -6, GPR151 activ 0.9 and FBW7 act -0.1.
For COc1cc(C(=O)N2c3ccccc3NC3=C(C(=O)CC(c4ccc(C)cc4)C3)C2c2cccc(Br)c2)cc(OC)c1OC (stereo not given) the results were TEAD-YAP block -3, MITF primary 1, GPR151 activ 1.1 and FBW7 act 0.8.
Screening O=C(Nc1ccccc1O)c1cc(S(=O)(=O)N2CCCCC2)c(Cl)cc1Cl returned TEAD-YAP block -2, MITF primary -14, GPR151 activ 1.1 and FBW7 act 0.1.
Screening CCCOC(=O)c1cccc(NC(=O)c2cc(C(C)(C)C)cc(C(C)(C)C)c2)c1 returned TEAD-YAP block -1, MITF primary 5, GPR151 activ -1.4 and FBW7 act 0.1.
c1ccc2c(c1)OCC(c1nc3ccc(-c4ncnc5[nH]ccc45)cc3[nH]1)O2 (stereo not given) was read as TEAD-YAP block 49*, MITF primary 5, GPR151 activ -0.2 and FBW7 act 0.1.
Screening COc1ccc(-c2cnc(SCC(=O)N3CCCC3)n2CC(C)C)cc1 returned TEAD-YAP block 6, MITF primary -5, GPR151 activ 1.7 and FBW7 act -0.1.
Screening CC(Nc1nc2c(s1)CCCC2)c1ccccc1 (stereo not given) returned TEAD-YAP block -18, MITF primary -4, GPR151 activ 0.6 and FBW7 act -0.2.
For Cc1ccc(NC(=O)CN2C(=O)C(C)Oc3ccccc32)nc1 (stereo not given) the results were TEAD-YAP block 7, MITF primary 8, GPR151 activ -1.0 and FBW7 act 0.0.
For CC(C)[C@H]1NC(=O)[C@@H]2C[C@H](NCc3ccccc3F)CN2C1=O the results were TEAD-YAP block -12, MITF primary -4, GPR151 activ -1.9 and FBW7 act -0.2.
`O=C(O)CCCNC(=O)/C(=C\c1ccc2c(c1)OCO2)NC(=O)c1ccccc1Br` gave TEAD-YAP block 5, MITF primary 17, GPR151 activ -1.0 and FBW7 act 0.3.

Twelve successive compounds out of the list so far, quoted:
For Cc1nc2sccn2c1-c1csc(Nc2cccc(Cl)c2C)n1 the results were TEAD-YAP block -12, MITF primary 9, GPR151 activ 0.2 and FBW7 act 0.0.
For CCCCOC(=O)C1=C(C)NC2=C(C(=O)CCC2)C1c1ccc(C)cc1 (stereo not given) the results were TEAD-YAP block -2, MITF primary 4, GPR151 activ -0.5 and FBW7 act 0.0.
Screening COc1ccc(-c2nc3cc(NC(=O)COc4ccc(C(C)(C)C)cc4)ccc3o2)cc1OC returned TEAD-YAP block -3, MITF primary -2, GPR151 activ 1.6 and FBW7 act 0.0.
`CC1(C)Nc2ccccc2C(=O)N1NC(=O)c1ccc(Br)cc1` gave TEAD-YAP block 3, MITF primary 4, GPR151 activ -0.1 and FBW7 act 0.2.
`CC1=C(C(=O)Nc2cccnc2)C(c2ccc([N+](=O)[O-])cc2)n2ncnc2N1` (stereo not given) gave TEAD-YAP block -19, MITF primary 6, GPR151 activ 0.0 and FBW7 act 0.0.
O=C(Nc1coc2ccccc12)c1ccc(C(F)(F)F)cc1 was read as TEAD-YAP block -29, MITF primary -7, GPR151 activ 0.2 and FBW7 act 0.2.
c1ccc(Nc2nc(-c3csc4ccccc34)nc3nc[nH]c23)cc1 was read as TEAD-YAP block 4, MITF primary -3, GPR151 activ 1.4 and FBW7 act -0.1.
Screening C/C(=N/OCc1nc2c3c4c(sc3ncn2n1)CCCC4)c1ccccc1 returned TEAD-YAP block 4, MITF primary 0, GPR151 activ -0.8 and FBW7 act -0.1.
`O=C(Nc1cccc(-c2nc3ccccc3s2)c1)C12CC3CC(CC(C3)C1)C2` gave TEAD-YAP block -5, MITF primary -13, GPR151 activ 5.5* and FBW7 act -0.2.
`COc1ccccc1-n1nc(C(=O)Nc2ccc(C(C)C)cc2)c2ccccc2c1=O` gave TEAD-YAP block 1, MITF primary 6, GPR151 activ -0.2 and FBW7 act 0.2.
`CC(=O)N1CCC(=O)N1c1ccccc1` gave TEAD-YAP block 9, MITF primary -6, GPR151 activ 0.9 and FBW7 act -0.1.
For COc1cc(C(=O)N2c3ccccc3NC3=C(C(=O)CC(c4ccc(C)cc4)C3)C2c2cccc(Br)c2)cc(OC)c1OC (stereo not given) the results were TEAD-YAP block -3, MITF primary 1, GPR151 activ 1.1 and FBW7 act 0.8.

Further compounds:
CN1CCN(CCCNC(=O)c2ccc3c(=O)n(Cc4ccc(Cl)cc4)c(=S)[nH]c3c2)CC1 was read as TEAD-YAP block -1, MITF primary 3, GPR151 activ 0.6 and FBW7 act -0.2.
Screening Cc1ccc(-c2cc(C(F)(F)F)n3nc(C(=O)Nc4ccc(Cl)c(Cl)c4)c(Cl)c3n2)cc1 returned TEAD-YAP block -6, MITF primary 9, GPR151 activ 0.5 and FBW7 act 0.2.
`Cc1ccc(C2C(C#N)=C(N)Oc3n[nH]c(C(C)(C)C)c32)cc1` (stereo not given) gave TEAD-YAP block 0, MITF primary 10, GPR151 activ -0.2 and FBW7 act 0.1.
For O=c1[nH]c2ccc(S(=O)(=O)N3CCOCC3)cc2[nH]c1=O the results were TEAD-YAP block -4, MITF primary 15, GPR151 activ 0.0 and FBW7 act -0.1.
`O=C(O)COCC(=O)N1CCCC(c2nc(-c3ccc(F)cc3)c3ccccn23)C1` (stereo not given) gave TEAD-YAP block 6, MITF primary -16, GPR151 activ -0.4 and FBW7 act -0.9.
Screening Cc1ccc(OCC(=O)Nc2nc3ccccc3s2)cc1C returned TEAD-YAP block -29, MITF primary 19, GPR151 activ -0.4 and FBW7 act 0.3.
CCOc1ccc(C2=C/C(=C\c3cccs3)C(=O)O2)cc1 was read as TEAD-YAP block -18, MITF primary -1, GPR151 activ 0.3 and FBW7 act -0.1.
For COc1cccc(N2CCN(Cc3sccc3C)CC2)c1 the results were TEAD-YAP block 5, MITF primary 31, GPR151 activ 2.3 and FBW7 act 0.1.
O=C(Oc1ccc(OC(=O)c2ccncc2)c(Br)c1)c1ccncc1 was read as TEAD-YAP block -4, MITF primary 32, GPR151 activ -0.7 and FBW7 act -0.2.
For Cn1nnc(-c2nc(N3CCOCC3)nc(N3CCOCC3)n2)n1 the results were TEAD-YAP block -8, MITF primary 9, GPR151 activ 4.6 and FBW7 act 0.0.
Screening CCN1C(=O)N/C(=C/c2cn(Cc3ccccc3)c3ccccc23)C1=O returned TEAD-YAP block 12, MITF primary 19, GPR151 activ -0.3 and FBW7 act -0.1.
For O=C(CC1CCC1)NCc1ccccc1 the results were TEAD-YAP block -3, MITF primary -4, GPR151 activ 1.3 and FBW7 act -0.1.
`c1ccc2c(NN=C3CCCCCC3)nncc2c1` gave TEAD-YAP block -34, MITF primary 2, GPR151 activ -1.6 and FBW7 act -0.2.
`CCC(=O)Nc1ccc(C2=NNC(=Nc3ccccc3)SC2)cc1` gave TEAD-YAP block -21, MITF primary -6, GPR151 activ 1.9 and FBW7 act -0.3.
CCn1c(=O)n(CC(=O)N2CCCc3ccccc32)c(=O)c2ccccc21 was read as TEAD-YAP block 9, MITF primary -2, GPR151 activ -1.2 and FBW7 act 0.0.
For Cc1cc(C(=O)NCC2CCCN(S(=O)(=O)c3ccsc3)C2)no1 (stereo not given) the results were TEAD-YAP block -7, MITF primary 9, GPR151 activ 0.6 and FBW7 act 0.3.
`CCn1c(SCC(=O)N2CCc3ccccc32)nnc1-c1ccccc1` gave TEAD-YAP block 0, MITF primary -6, GPR151 activ -0.9 and FBW7 act 0.0.
For CCOC(=O)C1=C(C)N=c2s/c(=C\c3c[nH]c4ccccc34)c(=O)n2C1c1ccc2c(c1)OCO2 (stereo not given) the results were TEAD-YAP block 0, MITF primary 6, GPR151 activ -0.5 and FBW7 act 0.1.
COc1cccc2c1Oc1cc([N+](=O)[O-])cc(C#N)c1C=C2 was read as TEAD-YAP block 1, MITF primary 6, GPR151 activ 1.8 and FBW7 act 0.0.
O=c1oc(-c2ccncc2)nc2cc(Cl)ccc12 was read as TEAD-YAP block 7, MITF primary 11, GPR151 activ 1.9 and FBW7 act -0.1.
Screening Cc1cccc(-c2nc3ccccc3c(=O)n2NC(=O)c2ccc(F)cc2)c1 returned TEAD-YAP block -5, MITF primary 0, GPR151 activ -0.5 and FBW7 act 0.2.
For COC(=O)C1CCCCN1Cc1ccc2c(c1)CN(Cc1ccccn1)CCO2 (stereo not given) the results were TEAD-YAP block -4, MITF primary 16, GPR151 activ -0.4 and FBW7 act 0.0.
`COc1ccc2oc(=O)c(-c3csc(Nc4ccccc4C)n3)cc2c1` gave TEAD-YAP block -22, MITF primary -8, GPR151 activ -0.5 and FBW7 act 0.1.
For Cc1ccc(C(=O)N2CCN(c3ccc([N+](=O)[O-])c(NCc4ccccc4)c3)CC2)cc1 the results were TEAD-YAP block 3, MITF primary 9, GPR151 activ 0.5 and FBW7 act -0.4.
CC(C)C(NC(=O)c1ccccc1Br)C(=O)O (stereo not given) was read as TEAD-YAP block -2, MITF primary -4, GPR151 activ 0.2 and FBW7 act 0.1.
For CC(C)N(CCNc1ncnc2nc(Nc3ncccn3)[nH]c12)C(C)C the results were TEAD-YAP block -7, MITF primary 6, GPR151 activ -2.5 and FBW7 act -0.1.
`O=C(NC(=S)Nc1cc([N+](=O)[O-])ccc1O)C1CC1` gave TEAD-YAP block -10, MITF primary 7, GPR151 activ -0.8 and FBW7 act -1.0.
Screening Cc1ccc2[nH]cc(C(=O)O)c(=O)c2c1 returned TEAD-YAP block 0, MITF primary 8, GPR151 activ 0.9 and FBW7 act -0.7.
For COc1ccc(C(C)NC(=O)Cc2cccs2)cc1OC (stereo not given) the results were TEAD-YAP block -7, MITF primary -19, GPR151 activ -1.3 and FBW7 act -0.1.
CC1=C(C(=O)OC(C)(C)C)C(c2ccc(Cl)cc2)C(C#N)=C(SCC(=O)c2ccc(Br)cc2)N1 (stereo not given) was read as TEAD-YAP block -2, MITF primary 18, GPR151 activ -0.4 and FBW7 act 0.0.
`O=C1CC(C(=O)NCc2ccc3c(c2)OCO3)Cc2nc(NC(=O)C3CCC3)sc21` (stereo not given) gave TEAD-YAP block -29, MITF primary 0, GPR151 activ 3.0 and FBW7 act -0.2.
`O=C(O)COc1ccccc1/C=N\NC(=O)c1cccnc1` gave TEAD-YAP block 3, MITF primary 8, GPR151 activ 0.6 and FBW7 act -0.1.
For CCOc1ccc(-n2nc(C(=O)N3CCCCC3)c3ccccc3c2=O)cc1 the results were TEAD-YAP block -1, MITF primary 13, GPR151 activ 0.3 and FBW7 act 0.6.
`Clc1ccc(-c2nnc(SCc3ccc(Br)cc3)o2)c(Cl)c1` gave TEAD-YAP block -9, MITF primary 18, GPR151 activ -0.5 and FBW7 act 0.3.
For Cc1c(C(=O)O)oc2ccccc12 the results were TEAD-YAP block -1, MITF primary 15, GPR151 activ 0.8 and FBW7 act 0.7.
`COc1ccc(NC(=O)c2c(NC(=O)c3ccc(Br)cc3)sc3c2CCCC3)cc1` gave TEAD-YAP block -7, MITF primary -11, GPR151 activ -0.7 and FBW7 act -0.1.
Screening CCN1CCN(S(=O)(=O)c2ccc(OCC(=O)OC)c(C)c2)CC1 returned TEAD-YAP block -5, MITF primary 4, GPR151 activ -0.9 and FBW7 act 0.0.
CCc1ccc(CN(C)C(=O)CC2C(=O)NCCN2CC(C)(C)C)cc1 (stereo not given) was read as TEAD-YAP block 16, MITF primary 7, GPR151 activ -1.1 and FBW7 act 0.2.
`Cc1ccccc1NC(=O)CSc1nc2c(c(=O)n1C)SCC2` gave TEAD-YAP block 5, MITF primary 8, GPR151 activ 3.8 and FBW7 act 0.6.
`COc1cc(OC)cc(-c2nnc(NC(=O)c3cc(Cl)sc3Cl)o2)c1` gave TEAD-YAP block -8, MITF primary -11, GPR151 activ -1.2 and FBW7 act 0.3.
